MC4R antagonist – blocks human MC4R cAMP signaling; inhibition, % at 6.5 µM; MC4R-expressing cells, MTII-stimulated cAMP, LANCE TR-FRET; 360,000 compounds, 0.48% hits;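 active means inhibition above its plate's cutoff, the mean of tested wells on that plate plus 3 SD, cut at about 29% in these data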;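 further: 0% = Melanotan II alone and 100% = Melanotan II plus saturating MCL0020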
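Material – human MC4R-expressing U2OS cells · Repeats – no replicates · Detection – TR-FRET with Eu-cAMP and labeled anti-cAMP, 671 nm · Times – compound 30 min, challenge 1 h, detection 1 h · Compound – single nominal compound dose of 6.5 µM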
NCOA2 inhibitor – human SRC2 (NCOA2) inhibition; HEK293 GAL4-SRC2 luciferase reporter, luminescence; inhibition, % at 9 µM; 370,000 compounds, 0.17% hits;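 active means inhibition above the mean inhibition of all tested compounds plus 3 SD, set per campaign, cut at about 52% in these data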;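 further: 0% = DMSO treated cells and 100% = cells given Gossypol at 36 µM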
SRC1 inh – inhibitors of human steroid receptor coactivator 1 (SRC1). HEK293 GAL4-SRC1 luciferase reporter, luminescence. inhibition, % at 3.6 µM. 360,000 compounds, 0.12% hits. Q15788;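 active means inhibition above the campaign mean plus 3 SD, with each screening campaign given its own cutoff, cut at about 60% in these data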;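 further: 0% = DMSO treated cells and 100% = gossypol at 36 µM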
NOD2 RIPK2 PPI – blocks binding of human NOD2 to RIPK2; inhibition, % at 4.98 µM; CHO BLA complementation NOD2-RIPK2, CCF4 ratio; 360,000 compounds, 0.38% hits; O43353; in the data active means inhibition above about 21%;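 further: 0% = vehicle only and 100% = reference blocker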
COUP-TFII inh – NR2F2 (human) inhibition, primary screen; 370,000 compounds, 0.7% hits; inhibition, % at 8.6 µM; AID 686940; HEK293T NGFI-A luciferase reporter, luminescence; P24468;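 active means inhibition above a per-plate cutoff, mean inhibition of test wells between control levels plus 3 SD, cut at about 38% in these data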;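 further: cells cotransfected with COUP-TFII expression vector driving the NGFI-A reporter; 0% = median of COUP-TF2 test wells and 100% = reporter-only cells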
LRH-1 inv ag – inverse agonists of human LRH-1 (NR5A2). inhibition, % at 3.6 µM. HEK293T StAR-luciferase reporter, LRH-1 transfected, 24 h. O00482. 360,000 compounds, 0.13% hits. AID 602396;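 active means inhibition above the mean inhibition of all tested compounds plus 3 SD, cut at about 73% in these data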;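 further: 0% = DMSO wells and 100% = reporter-only cells lacking LRH-1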
ABHD5-PLIN5 inh – ABHD5-PLIN5 protein interaction inhibition. Q00G26+Q8WTS1. Split G. princeps luciferase complementation, luminescence, 4 h. inhibition, % at 4 µM. 360,000 compounds, 0.78% hits. AID 602281;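 active means inhibition above the mean inhibition across every tested compound plus 3 SD, cut at about 22% in these data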;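 further: 0% = DMSO only wells and the 100% control is not disclosed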
TLR9-MyD88 inh – TLR9-MyD88 interaction inhibition; CHO BLA complementation TLR9-MyD88, CCF4 FRET ratio; AID 504734; Q9NR96+Q99836; inhibition, % at 4.98 µM; 340,000 compounds, 0.21% hits;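 active means inhibition above the mean over all tested compounds plus 3 SD, cut at about 21% in these data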;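 further: 0% = DMSO only wells and 100% = clavulanate BLA inhibitor control wells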
Target sequence (Q99836 whole entry, looked up): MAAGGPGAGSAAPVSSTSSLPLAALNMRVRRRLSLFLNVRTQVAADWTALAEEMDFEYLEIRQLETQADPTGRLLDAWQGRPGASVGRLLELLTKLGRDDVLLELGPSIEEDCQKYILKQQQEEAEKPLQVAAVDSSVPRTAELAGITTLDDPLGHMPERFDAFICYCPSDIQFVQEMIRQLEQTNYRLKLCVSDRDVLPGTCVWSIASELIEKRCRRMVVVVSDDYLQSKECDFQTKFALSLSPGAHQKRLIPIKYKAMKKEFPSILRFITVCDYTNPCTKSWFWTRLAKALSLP
Target sequence (Q9NR96 whole entry, looked up): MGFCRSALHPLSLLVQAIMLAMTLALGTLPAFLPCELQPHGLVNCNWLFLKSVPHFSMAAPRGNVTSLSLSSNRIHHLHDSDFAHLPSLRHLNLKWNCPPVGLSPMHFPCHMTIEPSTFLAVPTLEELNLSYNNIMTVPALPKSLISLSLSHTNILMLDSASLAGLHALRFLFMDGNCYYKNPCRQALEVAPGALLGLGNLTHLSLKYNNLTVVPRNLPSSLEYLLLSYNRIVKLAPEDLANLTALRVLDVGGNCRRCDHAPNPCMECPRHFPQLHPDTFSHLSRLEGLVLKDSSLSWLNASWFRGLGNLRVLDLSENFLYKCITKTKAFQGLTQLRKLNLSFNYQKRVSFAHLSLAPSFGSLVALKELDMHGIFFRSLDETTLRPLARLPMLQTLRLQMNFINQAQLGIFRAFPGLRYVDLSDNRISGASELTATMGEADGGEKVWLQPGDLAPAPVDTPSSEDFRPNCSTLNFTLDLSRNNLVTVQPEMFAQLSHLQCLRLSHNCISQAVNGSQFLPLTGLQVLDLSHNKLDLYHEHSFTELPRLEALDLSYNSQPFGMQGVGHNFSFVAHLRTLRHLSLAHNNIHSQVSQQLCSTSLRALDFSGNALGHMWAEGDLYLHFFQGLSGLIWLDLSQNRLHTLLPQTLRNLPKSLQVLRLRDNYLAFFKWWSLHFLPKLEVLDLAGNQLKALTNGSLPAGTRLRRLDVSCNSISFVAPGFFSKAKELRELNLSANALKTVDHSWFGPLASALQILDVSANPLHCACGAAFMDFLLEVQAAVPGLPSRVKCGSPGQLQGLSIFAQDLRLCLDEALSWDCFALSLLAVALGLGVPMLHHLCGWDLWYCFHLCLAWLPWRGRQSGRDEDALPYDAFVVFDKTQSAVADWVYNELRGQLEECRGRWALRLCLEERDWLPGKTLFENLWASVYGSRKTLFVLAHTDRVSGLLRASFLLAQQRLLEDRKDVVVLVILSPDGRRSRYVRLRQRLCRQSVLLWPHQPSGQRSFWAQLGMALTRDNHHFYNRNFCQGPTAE
NCOA3 inh – human NCOA3 inhibition; HEK293 GAL4-SRC3 luciferase reporter, luminescence; inhibition, % at 3.6 µM; 360,000 compounds, 0.17% hits;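 active means inhibition above a per-campaign cutoff, the mean of all compounds plus 3 SD, cut at about 60% in these data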;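 further: 0% = DMSO-treated cells and 100% = gossypol-treated cells at 36 µM; higher means less SRC3-driven luciferase light from the GAL4 reporter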
MC4R barr agon – activates human MC4R beta-arrestin recruitment. U2OS MC4R beta-arrestin complementation, luminescence; percent of melanotan II response, DMSO zero. activation, % at 8.9 µM. 360,000 compounds, 0.98% hits. AID 540308;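 active means activation above a per-plate cutoff, the mean activation of sample wells on that plate plus 3 SD, cut at about 8% in these data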
LMP1 NFkB inh – inhibitors of Epstein-Barr LMP1-induced NF-kappaB reporter; LMP1-induced NF-kappaB luciferase reporter cells, luminescence; inhibition, % at 12.5 µM; 350,000 compounds, 0.69% hits; in the data active means inhibition above about 41%;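 further: 0% = neutral control wells and 100% = reference inhibitor control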
Numbers without * were called inactive; · = no result given. Only part of the results is shown. The share of hits here may be higher or lower than overall.

SMILES | MC4R antagonist | NCOA2 inhibitor | SRC1 inh | NOD2 RIPK2 PPI | COUP-TFII inh | LRH-1 inv ag | ABHD5-PLIN5 inh | TLR9-MyD88 inh | NCOA3 inh | MC4R barr agon | LMP1 NFkB inh
COc1ccc2nc(NC(=O)CSc3nnc4n3C(C)(C)Cc3ccccc3-4)sc2c1 | 0.7 | 7.7 | -7.6 | 1.8 | 6.1 | -0.8 | -0.2 | 1.2 | 7.4 | -2.6 | 7.2
CCOC(=O)C1CCCN(C(=O)c2c(-c3ccccc3Cl)noc2C)C1 (configuration not stated) | -1.8 | -25.1 | -14.7 | -2.3 | -5.5 | -7.2 | 2.0 | -2.1 | -0.4 | -0.8 | 8.4
CC1CCN(CCCCOc2ccccc2-c2ccccc2)CC1 | 14.6 | 19.0 | 18.8 | -10.4 | -20.9 | 3.2 | 9.3 | -3.5 | 14.5 | 2.3 | 6.1
CCN(CC)CCn1c(=N)n(CC(O)c2ccc(OC)c(OC)c2)c2ccccc21 (configuration not stated) | -1.9 | -12.2 | 6.2 | -11.3 | 7.6 | 6.2 | 7.1 | -3.4 | 18.6 | 3.3 | 5.3
O=C(CCNS(=O)(=O)c1cccc2nsnc12)NCc1ccc(F)cc1 | 5.8 | 8.9 | -7.2 | 4.5 | 15.1 | 5.7 | -1.2 | -1.0 | -2.3 | -0.7 | -0.5
O=C(Nn1cnc2ccccc2c1=O)C1CCCCC1 | 1.9 | 3.3 | 4.3 | -0.4 | 8.0 | -4.7 | 6.5 | 1.1 | 4.0 | 0.5 | 0.9
CCCCCCCNC(=O)C1(CC2CC(c3ccc(Cl)cc3)=NO2)CCN(C(=O)C2CCCC2)CC1 (configuration not stated) | 4.8 | -8.9 | -5.9 | 3.2 | 12.7 | 14.9 | -0.5 | 1.3 | -0.7 | 0.0 | 10.6
COc1ccc(C)cc1NC(=O)n1ncc2cc(Cl)ccc21 | -1.8 | -0.9 | -23.6 | 1.6 | -2.9 | 7.3 | -7.5 | -5.1 | -16.5 | 0.7 | 4.4
CCOP(=O)(c1ccccc1)c1nc(-c2ccccc2C)oc1NCc1ccccc1 (configuration not stated) | 17.2 | 1.4 | -1.7 | 1.2 | 10.9 | 5.4 | -5.4 | -7.5 | 13.4 | -2.9 | -4.6
Cc1ccc(Cn2ccc(NC(=O)c3cc(-c4ccccc4)on3)n2)cc1 | 6.3 | 18.3 | -8.3 | -14.2 | 5.8 | -12.4 | -5.6 | -2.9 | -6.7 | 11.2* | 6.1
CC(=O)OCC1OC(c2ccccc2)C(OC(C)=O)C(OC(C)=O)C1OC(C)=O (configuration not stated) | 18.1 | 10.2 | -5.1 | -1.6 | -10.8 | -10.5 | -1.3 | -10.8 | 16.6 | 0.4 | -16.5
CN1CCN(C2CCCCC2NS(=O)(=O)c2ccc(Cl)cc2)CC1 (configuration not stated) | 5.2 | · | 8.3 | 3.6 | · | -8.4 | -2.9 | -6.9 | 23.0 | -2.1 | 2.7
O=C1c2cccc3cccc(c23)C(=O)N1c1ccc(O)cc1 | 3.9 | 0.7 | -17.3 | -5.8 | 7.2 | 2.0 | -4.5 | 5.0 | -9.2 | -0.8 | 0.0
O=C(NCc1ccccc1)N1CCN(c2ccccc2F)CC1 | 3.8 | 2.2 | -14.6 | 1.8 | -17.8 | -16.8 | -3.2 | 1.9 | -11.5 | -2.8 | 2.6
O=C(O)c1ccccc1-n1cccc1C(=O)O | 2.7 | -2.6 | 3.1 | -17.1 | 8.8 | -16.3 | 4.3 | · | -4.9 | -0.9 | -14.8
Cc1ccccc1-c1ccc(CN2CCN(C)C(CCO)C2)cc1 (configuration not stated) | 4.2 | -39.2 | -12.2 | -2.8 | -6.3 | 5.1 | 1.7 | -30.7 | -4.1 | -0.8 | 0.1
O=C(NN1C(=O)c2ccccc2NC1c1cccnc1)c1ccccc1 (configuration not stated) | 8.0 | -14.4 | 7.0 | 4.5 | 3.8 | -5.2 | 5.2 | -2.7 | 15.1 | -1.3 | -5.1
CN(C)c1cccc(C(=O)OCC(=O)NCc2ccco2)c1 | 7.9 | -47.3 | -49.4 | 1.4 | 10.6 | 17.5 | -0.3 | 1.5 | -10.2 | -2.2 | -5.8
COc1ccc([N+](=O)[O-])cc1N(CC(O)CN(C)C)S(=O)(=O)c1ccccc1 (configuration not stated) | 8.1 | -4.3 | -46.7 | -1.3 | 6.6 | 19.1 | 11.0 | -0.3 | 7.4 | -2.2 | 3.0
O=C(COc1cccc2cccnc12)NCC(F)(F)F | 19.9 | 6.0 | 9.8 | -4.5 | 4.6 | -6.5 | 2.4 | 8.4 | -15.8 | 0.9 | 3.6
CN(CC(=O)Nc1ccc(S(=O)(=O)N2CCOCC2)cc1)Cc1ccc(F)cc1 | 8.2 | 23.1 | 2.3 | 3.1 | 3.7 | -9.8 | -5.0 | 2.9 | 4.1 | -4.0 | -5.4
COc1ccc(C(=O)NCC(=O)OCC(=O)Nc2ccc(C)c(S(=O)(=O)N(C)C)c2)cc1OC | -6.8 | 12.9 | -23.6 | -2.1 | 2.4 | 20.7 | -0.3 | 6.4 | 16.9 | -0.9 | -0.7
COc1ccccc1CCc1nnc(CCC(=O)N(C)Cc2cccc3cnccc23)o1 | 1.1 | -37.0 | -47.0 | -9.1 | -56.3 | -73.1 | 5.1 | -3.2 | -43.1 | -3.0 | 1.9
O=C(NC(=S)NNC(=O)c1ccccc1[N+](=O)[O-])c1ccccc1 | 9.0 | -8.7 | 5.3 | 3.0 | 0.1 | -25.9 | -5.5 | 3.4 | -35.4 | 1.8 | 2.5
CC(C)c1nnc(NC(=O)CCC(=O)N2CCN(c3cccc(Cl)c3)CC2)s1 | 8.0 | 15.5 | 7.8 | -7.4 | 4.1 | 11.5 | 9.2 | -1.4 | -13.8 | -1.2 | -3.4
C=CCN(c1ccccc1OC)S(=O)(=O)c1cccc(C(=O)NCc2cccs2)c1 | -4.0 | -3.9 | 1.8 | -5.4 | 17.5 | -0.2 | -14.4 | 7.2 | -14.4 | 2.5 | -0.7
CC(C)CCC1(C)NC(=O)N(CC(=O)Nc2ccc3c(c2)OCCO3)C1=O (configuration not stated) | 5.3 | 18.8 | -5.2 | -3.8 | -19.1 | 1.4 | -9.3 | -0.9 | 6.5 | -0.9 | -1.4
CCOC(=O)c1c(-c2ccccc2)csc1NC(=O)C(C)NCCCN1CCOCC1 (configuration not stated) | 2.6 | 19.4 | -2.1 | -10.1 | 14.6 | 16.9 | 3.6 | -12.2 | 10.8 | 1.6 | 6.5
O=C(Cc1ccccc1F)Nc1cc(Cl)ccc1N1CCCC1 | -3.8 | -11.9 | 3.9 | -11.7 | 14.7 | -8.6 | -38.9 | -3.9 | -0.8 | 3.4 | -3.3
CC(C)N(C)CCOC(=O)c1ccc2c(c1)OCCO2 | 1.9 | -28.4 | -19.3 | -3.7 | -7.6 | -0.5 | 0.9 | 10.9 | 8.8 | 0.3 | -3.8
O=C(NCCCN1CCCC1=O)c1c(O)nc2sccn2c1=O | 6.7 | -4.5 | -25.1 | -6.4 | 5.3 | 13.7 | 7.7 | -0.3 | 9.3 | -4.0 | 10.2
Cc1ccc(NC(=O)c2c(C(F)(F)F)nn(C)c2SCc2cccc(C(F)(F)F)c2)cc1C | 6.0 | -0.3 | 6.7 | 3.3 | 29.4 | 26.1 | -9.1 | 2.4 | 8.7 | 0.2 | -12.2
COc1ccccc1NS(=O)(=O)c1ccc(C(=O)NCC(c2ccc(F)cc2)N2CCOCC2)cc1 (configuration not stated) | 5.2 | 3.0 | -23.3 | -10.6 | -16.3 | -12.1 | -6.7 | 0.6 | 6.3 | -0.6 | -3.7
O=C(COC(=O)Cc1ccccc1[N+](=O)[O-])NCc1ccccc1Cl | 9.0 | -10.3 | 3.4 | -7.9 | 0.9 | 18.1 | 2.6 | -3.1 | 9.3 | -1.1 | 5.3
COC(=O)C1CCN(S(=O)(=O)Cc2ccccc2Cl)CC1 | 2.6 | -60.5 | -5.5 | 9.3 | 3.4 | 3.5 | -0.2 | -5.0 | 8.6 | -0.1 | 1.3
O=C(CSc1nnc(-c2ccc(O)cc2)n1Cc1ccco1)c1ccccc1 | 12.5 | 4.4 | -23.2 | 9.3 | -1.1 | 15.3 | 2.2 | 4.5 | 4.4 | -3.5 | 5.5
COC(=O)c1ccc(-c2nc(CN3CCN(C(=O)c4ccco4)CC3)c(C)o2)cc1 | -14.9 | 0.1 | 12.1 | -10.4 | -1.0 | 31.2 | -2.4 | 4.6 | -5.9 | 0.7 | -1.9
COc1ccc(C(C)=O)cc1COC(=O)c1cnc(C)cn1 | -0.2 | 13.4 | 6.5 | 0.9 | 22.6 | 6.6 | -4.8 | 4.4 | 3.3 | -1.7 | 0.3
CCCCNC(=O)c1onc(CSc2cccc(C)c2)c1C(=O)O | 1.5 | -7.0 | 2.1 | -3.7 | -5.8 | -10.9 | 4.9 | -3.5 | -2.5 | -0.8 | 0.3
CN(CC(=O)Nc1ccccc1Br)C(=O)CN1CCN(c2ccccc2Cl)CC1 | -1.9 | 1.8 | -0.3 | -2.9 | 6.0 | -2.0 | 3.7 | -0.1 | 5.6 | 1.1 | 0.1

The final two entries of the section above open the next one:
SMILES | MC4R antagonist | NCOA2 inhibitor | SRC1 inh | NOD2 RIPK2 PPI | COUP-TFII inh | LRH-1 inv ag | ABHD5-PLIN5 inh | TLR9-MyD88 inh | NCOA3 inh | MC4R barr agon | LMP1 NFkB inh
CCCCNC(=O)c1onc(CSc2cccc(C)c2)c1C(=O)O | 1.5 | -7.0 | 2.1 | -3.7 | -5.8 | -10.9 | 4.9 | -3.5 | -2.5 | -0.8 | 0.3
CN(CC(=O)Nc1ccccc1Br)C(=O)CN1CCN(c2ccccc2Cl)CC1 | -1.9 | 1.8 | -0.3 | -2.9 | 6.0 | -2.0 | 3.7 | -0.1 | 5.6 | 1.1 | 0.1
COc1ccc(NC(=S)Nc2ccc(F)cc2)c(OC)c1 | -5.5 | -18.9 | -15.8 | -4.4 | -6.1 | 18.9 | -0.4 | 2.8 | 12.4 | -0.6 | -12.1
O=C(Cc1ccc(S(=O)(=O)N2CCOCC2)s1)Nc1cc(C(F)(F)F)ccc1N1CCCC1 | 1.7 | 6.3 | 11.9 | -14.2 | -5.0 | 14.7 | -4.5 | -5.6 | 4.8 | -4.1 | 7.1
O=C(NCc1cccnc1)NC1CCCN1S(=O)(=O)c1ccc(Cl)cc1 (configuration not stated) | 6.4 | -0.5 | 7.2 | -1.6 | 3.0 | 1.0 | 2.5 | -8.9 | -6.4 | 0.7 | 1.5
Cc1ccccc1C(=O)N(Cc1cccs1)C1CCS(=O)(=O)C1 (configuration not stated) | 5.4 | -13.2 | 13.6 | -2.2 | -15.9 | -19.7 | 7.5 | 8.7 | 4.7 | -0.3 | 4.0
COCCCn1c(=N)c(C(=O)NCc2ccc3c(c2)OCO3)cc2c(=O)n3cccc(C)c3nc21 | 1.4 | 11.1 | -25.8 | -6.8 | 5.1 | -12.6 | -2.1 | -11.3 | 15.9 | 0.1 | -12.2
